# A350 autofl – A350 region autofluorescence; max dye-equivalent concentration, M; AID 590; Compound autofluorescence, 340/450 nm, Alexa 350 dye-equivalents; hits give high values; 11% of 59,000 active; in the data active means max dye-equivalent concentration above about 10 nM; inconclusive means mostly about 1.1 nM to 9.6 nM
# 15-hLO inh – blocks human 15-lipoxygenase activity. AID 887. purified 15hLO-1, xylenol orange hydroperoxide absorbance. 1.4% of 74,000 active. Potency, µM (top dose mostly 57.1 µM), for inactives: at the top dose activity change, negative = inhibition, actives largely listed as inhibitors; further: potency means the concentration at half of the fitted maximal effect; on the % scale 0 is the no-effect control and ±100 the full control effect; nearly all actives have a fitted effect of over 55% in size
#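 40 nM 15hLO-1 + cpd, 15 min RT; start w/ 50 uM AA (final), 6 min RT; stop/detect w/ 200 uM XO + 300 uM Fe(II) in 50 mM H2SO4, 30 min; A573/A405. Buffer 25 mM Hepes pH 7.5, 0.01% Triton X-100. No-enzyme wells as negative control.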
# UbGFP stabilizer – ubiquitin-GFP accumulation via proteasome inhibition. Potency, µM (titrated, usually from 45.9 µM), for the others: at the highest dose activation (GFP accumulation), usual class: activators. 67,000 tested, under 10 active. Ubiquitin-GFP reporter cells, proteasome inhibition, GFP fluorescence; response scale: untreated = 0%, 10 µM MG-132 = 100%; active means well fitted activation curve with a large enough effect, not every such curve was filed as active; inconclusive means small, poorly fitted or top-dose-only effect, or another doubt; inactive means no such curve, though single readings can be large or run the other way; further: potency means the concentration at half of the fitted maximal effect
#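 U2OS cells expressing ubiquitin(G76V)-GFP, seeded overnight in 0.5% FBS medium, then treated 4 hr at 37 C across 46 uM to 2.9 nM. GFP-positive cells counted by laser cytometry (488 ex/515 em); %activity scaled between basal and 10 uM MG-132.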
# BRCT PPI red – inhibitors of human BRCA1 BRCT-phosphoprotein interaction (red fluorophore); P38398; BRCT-phosphopeptide binding, red fluorescence polarization; Potency, µM (series often up to 76.9 µM), for the others: at the top dose activity change, negative = inhibition, most hits filed as inhibitors; 0.03% of 75,000 active; AID 892; further: on the % scale 0 is the no-effect control and ±100 the full control effect
# Target sequence (P38398 whole entry, looked up): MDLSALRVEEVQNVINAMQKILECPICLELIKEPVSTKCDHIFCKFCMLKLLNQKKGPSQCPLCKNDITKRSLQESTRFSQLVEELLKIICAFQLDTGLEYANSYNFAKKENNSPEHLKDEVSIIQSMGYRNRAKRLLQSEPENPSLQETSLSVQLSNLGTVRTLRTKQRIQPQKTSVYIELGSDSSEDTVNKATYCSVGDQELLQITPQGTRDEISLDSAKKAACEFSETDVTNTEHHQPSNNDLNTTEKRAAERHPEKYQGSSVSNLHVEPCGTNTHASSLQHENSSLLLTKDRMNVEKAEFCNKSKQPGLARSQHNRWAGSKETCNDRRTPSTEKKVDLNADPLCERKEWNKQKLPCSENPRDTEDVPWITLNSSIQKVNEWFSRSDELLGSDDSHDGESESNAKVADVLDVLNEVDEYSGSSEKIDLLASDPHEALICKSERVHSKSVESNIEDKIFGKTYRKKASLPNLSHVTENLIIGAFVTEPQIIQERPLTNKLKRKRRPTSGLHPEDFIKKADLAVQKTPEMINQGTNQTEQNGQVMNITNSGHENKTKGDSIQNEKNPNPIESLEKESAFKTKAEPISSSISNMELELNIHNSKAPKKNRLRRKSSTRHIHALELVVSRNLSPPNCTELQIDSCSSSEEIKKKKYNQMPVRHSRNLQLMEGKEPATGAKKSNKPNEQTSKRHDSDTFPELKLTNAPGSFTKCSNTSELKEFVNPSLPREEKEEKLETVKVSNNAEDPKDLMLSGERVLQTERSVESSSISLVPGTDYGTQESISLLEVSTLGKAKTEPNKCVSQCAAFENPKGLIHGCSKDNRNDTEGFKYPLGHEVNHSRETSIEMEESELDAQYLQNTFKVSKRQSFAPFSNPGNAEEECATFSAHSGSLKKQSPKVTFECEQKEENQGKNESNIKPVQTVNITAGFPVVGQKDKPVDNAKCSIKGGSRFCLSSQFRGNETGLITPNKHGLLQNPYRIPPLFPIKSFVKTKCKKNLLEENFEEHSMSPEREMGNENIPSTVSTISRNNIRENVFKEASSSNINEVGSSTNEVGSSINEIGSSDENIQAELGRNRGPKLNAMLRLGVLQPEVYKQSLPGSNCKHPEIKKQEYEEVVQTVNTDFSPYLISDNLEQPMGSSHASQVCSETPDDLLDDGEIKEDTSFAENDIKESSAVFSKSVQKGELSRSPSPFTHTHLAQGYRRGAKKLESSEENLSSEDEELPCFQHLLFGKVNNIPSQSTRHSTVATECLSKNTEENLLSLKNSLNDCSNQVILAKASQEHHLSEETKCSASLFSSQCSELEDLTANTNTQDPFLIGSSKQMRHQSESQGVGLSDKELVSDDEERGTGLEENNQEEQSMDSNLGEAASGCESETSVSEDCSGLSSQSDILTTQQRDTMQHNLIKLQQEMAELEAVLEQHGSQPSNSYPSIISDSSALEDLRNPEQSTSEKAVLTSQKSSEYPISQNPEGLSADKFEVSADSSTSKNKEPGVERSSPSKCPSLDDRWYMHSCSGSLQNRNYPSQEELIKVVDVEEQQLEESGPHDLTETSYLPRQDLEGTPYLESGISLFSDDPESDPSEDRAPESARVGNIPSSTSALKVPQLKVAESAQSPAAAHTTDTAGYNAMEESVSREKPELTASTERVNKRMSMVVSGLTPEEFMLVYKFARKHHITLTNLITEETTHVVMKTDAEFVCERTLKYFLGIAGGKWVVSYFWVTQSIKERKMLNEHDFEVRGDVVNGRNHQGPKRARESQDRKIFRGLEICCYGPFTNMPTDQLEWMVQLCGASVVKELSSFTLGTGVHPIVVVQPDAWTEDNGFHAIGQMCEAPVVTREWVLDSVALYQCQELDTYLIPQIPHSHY
#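 Fluorescence polarization: 100 nM His-tagged BRCA1 BRCT with 100 nM TAMRA-labelled phospho-BACH1 decapeptide, phosphate buffer pH 7.3 with 150 mM NaCl, DTT, 0.01% Tween 20; 12 min RT. Binding inhibition seen as FP decrease.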
# 4-MU autofl – compounds fluorescent in 4-MU spectral region; max dye-equivalent concentration, M; AID 589; 11% of 59,000 active; compound autofluorescence, 340/450 nm, 4-MU equivalents; hits give high values; in the data active means max dye-equivalent concentration above about 10 nM; inconclusive means mostly about 1.1 nM to 9.6 nM
#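 Compounds in 100 mM Tris, pH 8.0, incubated 15 min at room temperature, then fluorescence read at 340 nm excitation/450 nm emission. Signal converted to 4-MU dye-equivalent concentration using an on-plate six-point 4-MU standard curve.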
# Epigenetic mod – epigenetic GFP locus derepression in mouse cells; Potency, µM (top dose mostly 46.1 µM), for the others: top-dose GFP derepression (activation); 0.09% of 68,000 active; mouse C127i GFP locus derepression, cytometry, 30 h; further: % of control where 0% means no effect
#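 Derepression screen: silenced CMV-GFP reporter in murine C127i cells, 30 h compound incubation at 37 C, washed cells imaged by laser-scanning cytometer to enumerate GFP-expressing objects of 20 to 120 um.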
# CRE Fsk mod – CRE-bla signaling modulation under forskolin stimulation | Potency, µM (titrated, usually from 38.2 µM), inactives show at the highest dose activity change, negative = inhibition, actives largely listed as activators | AID 662 | 2.5% of 71,000 active | CHO CRE-bla reporter (cAMP response element driving beta-lactamase), forskolin EC10, beta-lactamase ratio; active means well fitted activation curve with a large enough effect in the signal ratio, with a control signal flat, not every such curve was filed as active; inconclusive means small, poorly fitted or top-dose-only effect, or effect the other way, or a change in a side signal; the % refers to the signal ratio; further: potency means the concentration at half of the fitted maximal effect; % of control where 0% means no effect
#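 Using CellSensor CRE-bla CHO cells in Opti-MEM with 0.5% dialyzed FBS, compounds were titrated with EC10 NKH 477 for 3 h at 37 °C. CCF4 ratio (460/530 nm) gave %Activity; AC50 derived.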
# HBB splicing – hemoglobin beta splicing modulation; HBB splicing reporter cell assay, activation; EGFP reporter with mutant IVS2-654 intron; response scale: normalised to 500 nM splice-correcting PNA; Potency, µM (titrated, usually from 46.1 µM), inactives show at the highest dose activation, most hits filed as activators; 0.06% of 65,000 active; AID 925; further: potency means the concentration at half of the fitted maximal effect; 0% is about no effect
#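 Compounds were applied for 2 days to HeLa EGFP-654 cells, 500/well in Optimem with 2% FCS. The reporter's EGFP is disrupted by mis-splicing of beta-globin intron IVS2-654. Readout: summed well GFP fluorescence from 488 nm laser scanning; reference was 500 nM antisense […] 654 PNA.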
# Pol III holo inh – inhibitors of bacterial DNA polymerase III holoenzyme; reconstituted DNA polymerase III holoenzyme replication, biochemical; Potency, µM (series often up to 57.1 µM), without a hit: top-dose activity change, negative = inhibition; 0.25% of 71,000 active; further: potency means the concentration at half of the fitted maximal effect; on the % scale 0 is the no-effect control and ±100 the full control effect
#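 Reconstituted *E. coli* holoenzyme (0.35 nM Pol III, 1 nM beta, 154 nM SSB, 2 nM primase) was preincubated with compound for 15 min at RT. Synthesis on 1.4 nM ssM13Gori ran 35 min, then was stopped with PicoGreen/EDTA and read as dsDNA fluorescence.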
# BRCT PPI green – blocks human BRCA1 BRCT binding to phosphopeptide, green readout | P38398 | Potency, µM (top dose mostly 76.9 µM), inactives show at the top dose activity change, negative = inhibition, hits mostly inhibitors | 0.05% of 75,000 active | BRCA1 BRCT-phosphopeptide binding, green fluorescence polarization;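 further: potency means the concentration at half of the fitted maximal effect; plate controls were peptide without protein for full effect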
#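 Compounds were incubated for 12 min at room temperature with a complex of 100 nM fluorescein-tagged pBACH1 decapeptide and 250 nM His-tagged BRCT protein. Buffer was phosphate pH 7.3 with EDTA, DTT and Tween 20. Disruption of binding lowers the polarization signal.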
# Hsp90 Hop PPI – changes Hsp90-Hop TPR2A binding signal, up or down; 0.44% of 71,000 active; AlphaScreen TPR2A-His6 binding biotin-Hsp90 C-terminal peptide; AID 595; Potency, µM (top dose mostly 57 µM), inactives show top-dose activity change, negative = inhibition; active means well fitted curve in either direction with a large enough effect; inconclusive means small, poorly fitted or top-dose-only effect, or another doubt; further: potency means the concentration at half of the fitted maximal effect; on the % scale 0 is the no-effect control and ±100 the full control effect; many of its hits are not listed in these tables
# Starred values were filed as active, the others as inactive; i = inactive; ? = inconclusive; · = no result given; [ ] = another dose, or the depositor's remark. Unless noted, the call rests on the fitted dose curve; in most records, active means well fitted curve in the direction sought with a large enough effect; inconclusive means small, poorly fitted or top-dose-only effect, or another doubt; inactive means no such curve, though single readings can be large; an effect the other way counts as inactive or inconclusive.
# Every second line gives: A350 autofl	15-hLO inh	UbGFP stabilizer	BRCT PPI red	4-MU autofl	Epigenetic mod	CRE Fsk mod	HBB splicing	Pol III holo inh	BRCT PPI green	Hsp90 Hop PPI
CCOc1ccccc1N1Cc2cc(C)c(C)cc2C1
 : ·	-25%	-2%	0.4%	·	0%	5%	-1.1%	-2%	-0.3%	?
CC(=O)N1CCC2(CC1)CN(c1cccc(-c3ccccc3)c1)C2
 : i	-16%	-3%	-0.5%	i	0%[9.22 µM]	9%	0.7%	-3%	-1.7%	?
Cc1ccccc1C(N)=O
 : ·	-1%	·	1.7%	·	·	0%	0.1%	2%	-0.7%	-5%
O=C(C[N+]12CN3CN(CN(C3)C1)C2)c1ccc(-c2ccccc2)cc1
 : i	24%[11.4 µM]	-2%[9.17 µM]	0.1%[15.4 µM]	i	2%[9.22 µM]	4%[7.6 µM]	2.1%[9.22 µM]	-8%[11.4 µM]	-2.4%[15.4 µM]	-2%[11 µM]
COc1ccc(NC(=O)c2cccnc2N2CCCCC2)cc1
 : i	-10%	-2%	-1.7%	i	0%	16%	0.3%	2%	-1.0%	-3%
O=C(CN(C(=O)CNC(=O)c1ccco1)c1ccc2c(c1)OCO2)NC1CCCCC1
 : i	9%	0%	1.0%	i	1%	-1%	-3.9%	0%	0.3%	-8%
O=C1C2C(C(=O)N1c1ccncc1)C1C=CC2C12CC2 (configuration not stated)
 : i	10%	1%	0.0%	i	0%	3%	·	1%	-3.8%	-7%
N#C/C(=C1/CCCCCN1)c1nc2ccccc2s1
 : i	-16%	23%	0.5%	i	1%	4%	0.1%	-4%	4.1%	0%
CSc1nnc2c(n1)OC(c1cccn1C)N(C(C)=O)c1ccccc1-2 (configuration not stated)
 : i	-3%	11%	0.6%	i	-2%	-2%	-0.8%	-8%	-0.1%	-4%
COC(=O)[C@@]1(Cc2ccc(OC)cc2)[C@H]2c3cc(C(=O)N(C)C)n(Cc4ccc(Cl)c(C(F)(F)F)c4)c3C[C@H]2CN1C(=O)c1ccccc1
 : ·	·	·	0.8%	·	·	?	-0.3%	-8%	1.7%	-1%
CCOC(=O)C(C)Sc1nc2c(cnn2-c2ccc(C)cc2)c(=O)[nH]1 (configuration not stated)
 : i	5%	-7%	-0.9%	i	-1%	?	-1.4%	0%	-1.4%	-2%
COc1nc(-c2ccccc2)ccc1-c1noc(-c2ccccc2F)n1
 : 1.7e-08M*	13%	-1%	1.1%	1.3e-08M*	2%	0%	-1.6%[57.5 µM]	-3%	-1.1%	1%
CCC(C(=O)NC1CCCC1)N(C(=O)Cn1nnc(-c2ccc(OC)c(OC)c2)n1)C1CCCCC1 (configuration not stated)
 : i	-15%	4%	0.8%	i	-1%	?	-0.6%	-1%	4.5%	-4%
CC(OC1=CC(=O)CCC1)C(=O)c1ccccc1 (configuration not stated)
 : ·	3%[11.4 µM]	15%[9.17 µM]	0.3%	·	-2%	?	-2.7%[0.0738 µM]	2%[11.4 µM]	-1.0%	-4%[11 µM]
CCOC(=O)Nc1ccc2c(c1)N(C(=O)N(C)C)c1ccccc1CC2
 : ·	-3%[11.4 µM]	13%[9.17 µM]	-1.1%	·	-4%	?	0.0%[0.0738 µM]	1%[11.4 µM]	0.4%	-5%[11 µM]
COc1ccc(NC(=O)N2CC3(CCN(C(=O)c4cnccn4)CC3)C2)cc1
 : i	1%	-7%	-1.6%	i	-2%[9.22 µM]	-9%	4.9%	-4%	-0.7%	-2%
O=C(c1cc(C(F)(F)F)cc(C(F)(F)F)c1)N1CCC2(CCCN(c3ccccc3)C2)CC1
 : i	-3%	-7%	-4.0%	i	2%[9.22 µM]	17%	5.0%	-5%	0.3%	0%
Cn1cnnc1SCC(=O)Nc1ccccc1C(=O)NC1CCCC1
 : i	6%	1%	-0.5%	i	0%	-9%	-2.0%	-11%	-0.7%	0%
NCCNCC1CCNCC1
 : i	22%[11.4 µM]	-11%[9.17 µM]	1.0%[15.4 µM]	i	-1%[9.22 µM]	10%[7.6 µM]	-1.4%[9.22 µM]	-10%[11.4 µM]	-0.2%[15.4 µM]	-2%[11 µM]
COc1ccccc1-c1nnc2n1N=C(C)CS2
 : i	?	0%	0.8%	i	-4%	2%	-0.4%[57.5 µM]	2%	-3.5%	-2%
O=C1NC(c2cccs2)Nc2sc3c(c21)CCCC3 (configuration not stated)
 : 4.2e-08M*	25µM*	3%	-4.6%	4.5e-08M*	2%	?	0.3%[57.5 µM]	?	-5.6%	?
COC(=O)CCC(=O)Nc1sc(C)c(C)c1C(N)=O
 : i	-29%	5%	-0.2%	i	1%	3%	·	-3%	-2.1%	-2%
O=C(O)c1ccc(S(=O)(=O)c2ccc3c(c2)C(=O)N(CC2CCCO2)C3=O)cc1 (configuration not stated)
 : ·	8%	?	-1.3%	·	0%	-4%	-1.8%	-14%	-2.8%	-2%
Cc1cc2ncn(CC(O)COc3cccc(C(=O)O)c3)c2cc1C (configuration not stated)
 : ?	12%	3%	0.0%	i	-3%	-4%	1.1%	-5%	1.5%	0%
O=C(Nc1nc(-c2cc3ccccc3oc2=O)cs1)c1ccco1
 : ·	-7%	-13%	-1.6%	·	·	?	-0.2%	-20%	1.2%	9%
CCC(=Nc1ccc(Cc2ccncc2)cc1)c1c(O)n(C)c(=O)n(C)c1=O
 : ?	-1%	-7%	-1.1%	i	2%	9%	-3.4%[0.369 µM]	0%	-0.6%	-3%
CCOC(=O)c1nnn(-c2nonc2N)c1COc1cc(C)c(Cl)c(C)c1
 : i	-17%	2%	-0.9%	i	0%	-3%	-1.3%	-6%	-2.9%	9%
Cc1cc(C(=O)NC(C)c2ccncc2)cs1 (configuration not stated)
 : i	0%	-6%	-0.1%	i	0%	-1%	0.1%	1%	-0.4%	-5%
c1ccc(C[n+]2cccc(-c3cc4ccccc4[nH]3)c2)cc1
 : i	3%[11.4 µM]	8%[9.17 µM]	1.1%[15.4 µM]	i	2%[9.22 µM]	-6%[7.6 µM]	2.5%[9.22 µM]	-8%[11.4 µM]	-2.1%[15.4 µM]	-2%[11 µM]
CCCCCCN(C(=O)CCCCCN1C(=O)NC(c2ccc(C3CCCCC3)cc2)C(C(=O)OCc2ccccc2)=C1C)C(C(=O)NCCCC)c1ccc(OCC(=O)OC)c(C(=O)OC)c1 (configuration not stated)
 : ·	-10%	·	-0.1%	·	·	4%	-1.0%	-2%	-1.2%	-6%
COc1ccccc1OCC(=O)Nc1ccc(S(=O)(=O)Nc2nc(C)cc(C)n2)cc1
 : ·	-1%[11.4 µM]	-2%[9.17 µM]	-0.5%	·	0%	?	2.0%[0.0738 µM]	0%[11.4 µM]	0.3%	-3%[11 µM]
COc1ncc2nc(-c3cc(F)cc(F)c3)c(=O)n(C3CC3)c2n1
 : ?	-26%	-10%	-3.2%	?	0%[9.22 µM]	?	0.8%	-15%	-1.3%	-2%
CCn1c(C2CC(=O)N(c3ccc(C)c(C)c3)C2)nc2ccccc21 (configuration not stated)
 : ·	-2%	2%	-1.0%	·	·	?	-1.1%	-7%	1.1%	-2%
Cc1ccc(C2CC(C(F)(F)F)n3nc(C(=O)NCc4c(C)nn(C)c4C)c(Cl)c3N2)cc1 (configuration not stated)
 : i	-4%	-4%	-1.0%	i	1%	-12%	·	-5%	-1.4%	-6%
O=C(Nc1c[nH]c(=O)[nH]c1=O)Oc1ccccc1
 : i	-2%[11.4 µM]	8%[9.17 µM]	0.1%[15.4 µM]	i	0%[9.22 µM]	11%[7.6 µM]	2.7%[9.22 µM]	8%[11.4 µM]	-1.8%[15.4 µM]	2%[11 µM]
Cc1nn(Cc2ccccc2Cl)c(C)c1C(=O)N1CCN(c2ccccc2)CC1
 : i	7%	2%	0.8%	i	0%	?	-0.5%	-4%	-1.3%	-13%
Cc1cccc(NC(=O)C2CCCN(S(=O)(=O)c3c(C)nn(C)c3C)C2)n1 (configuration not stated)
 : ·	3%	-9%	-0.5%	·	·	4%	-1.4%	0%	3.1%	-2%[2.3 µM]
O=C(CSc1nnc(Cc2ccccc2)o1)Nc1ccc(Br)cn1
 : i	-4%	8%	0.4%	i	1%	0%	0.9%	3%	1.1%	-1%
CCCS(=O)(=O)c1nc(S(=O)(=O)c2ccc(C)cc2)c(NCCN2CCOCC2)s1
 : ·	-6%[11.4 µM]	19%[9.17 µM]	0.8%	·	-2%	-11%[7.6 µM]	-3.1%[0.0738 µM]	-1%[11.4 µM]	-1.2%	-4%[11 µM]
